PTAP-TSG101 blk – blocks PTAP binding to human TSG101, validation | Potency, µM (doses to about 115 µM), inactives show top-dose activity change, negative = inhibition, hits mostly inhibitors | 44,000 tested, under 10 active | Fluorescence polarization, FITC-PTAP peptide/Tsg101, 20 min | Q99816 | AID 1347069; note: potency is the fitted concentration of half-maximal effect; 0% is about no effect
Target sequence (Q99816 whole entry, looked up): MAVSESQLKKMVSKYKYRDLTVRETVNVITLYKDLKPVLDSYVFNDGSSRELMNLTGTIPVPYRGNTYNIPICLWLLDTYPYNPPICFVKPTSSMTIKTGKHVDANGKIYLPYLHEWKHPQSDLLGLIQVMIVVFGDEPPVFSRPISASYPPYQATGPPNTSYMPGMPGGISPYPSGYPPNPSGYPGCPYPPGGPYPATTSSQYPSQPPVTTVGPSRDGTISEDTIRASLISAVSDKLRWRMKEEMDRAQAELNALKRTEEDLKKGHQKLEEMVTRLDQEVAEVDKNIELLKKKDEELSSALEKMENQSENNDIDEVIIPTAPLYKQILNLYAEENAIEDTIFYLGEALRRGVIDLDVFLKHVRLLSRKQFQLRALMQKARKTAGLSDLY
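Read-out is FITC fluorescence polarization. Compounds were added to Tsg101 binding domain (10 uM final), then FITC-PTAP peptide (50 nM final), 20 min at r.t. Total S+P intensity flags fluorescent compounds.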
FH mod – Identification of activators of human fumarate hydratase by quantitative high-throughput screening. AID 1347055, 2019. Fumarate hydratase, mitochondrial (Homo sapiens), P07954. Potency, µM (titrated, usually from 79.9 µM), for inactives: at the top dose activity change, negative = inhibition, actives largely listed as inhibitors. FH coupled MDH/diaphorase resazurin fluorescence, 15 min. 0.22% of 54,000 active; note: potency is the fitted concentration of half-maximal effect; % is set by controls: 0 for no effect and ±100 for the full control effect; the screen sought activators but most active calls are inhibition curves; nearly all actives have a fitted effect of over 45% in size
B2AR arrestin ag – ADRB2 beta-arrestin recruitment; P07550; HTLA Tango cells, beta-arrestin recruitment, luciferase luminescence, 18 h; Potency, µM (doses to about 46.1 µM), without a hit: at the highest dose activation, usual class: activators; 44,000 tested, under 10 active; AID 1347077;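 note: potency is the fitted concentration of half-maximal effect; 0% = DMSO and full agonism = EC100 isoproterenol or metaproterenol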
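Tango cells expressing recombinant beta2-AR and beta-arrestin were treated with compounds (up to 46 microM titration) in DMEM with 1% FBS for 18 hr at 37 degrees C. Beta-arrestin recruitment drove tTA-dependent luciferase, read by luminescence; curves were fitted and classed.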
GALK inhibitor – GALK (human) enzyme inhibition; P51570; recombinant GALK, Kinase-Glo ATP luminescence, 1 h; Potency, µM (titrated, usually from 57.5 µM), without a hit: at the top dose activity, negative = inhibition, most hits filed as inhibitors; 44,000 tested, under 10 active; AID 1347072;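 note: plate controls were full GALK reaction for no effect and reaction lacking GALK for full effect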
Target sequence (P51570 whole entry, looked up): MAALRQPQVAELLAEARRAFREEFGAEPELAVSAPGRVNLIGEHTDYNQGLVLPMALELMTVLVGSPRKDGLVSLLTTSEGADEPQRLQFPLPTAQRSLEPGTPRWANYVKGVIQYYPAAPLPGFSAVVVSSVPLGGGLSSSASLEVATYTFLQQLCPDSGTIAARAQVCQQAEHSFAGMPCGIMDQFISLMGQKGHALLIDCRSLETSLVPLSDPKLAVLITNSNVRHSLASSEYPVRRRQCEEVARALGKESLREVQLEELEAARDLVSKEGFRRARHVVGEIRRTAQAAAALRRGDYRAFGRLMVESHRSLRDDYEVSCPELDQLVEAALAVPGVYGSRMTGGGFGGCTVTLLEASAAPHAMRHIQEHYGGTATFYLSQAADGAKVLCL
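Human GALK (5 nM) was incubated with 35 uM ATP and 100 uM galactose in 20 mM HEPES pH 8.0 with MgCl2, NaCl, DTT and BSA for 1 h at room temperature. Remaining ATP was measured by Kinase-Glo Plus luminescence.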
p53null 32C kill – selectivity test: cytotoxicity in p53 null cells, permissive temperature | 0.62% of 55,000 active | Potency, µM (series often up to 46.1 µM), for the others: at the highest dose activity change, negative = cytotoxicity, actives largely listed as cytotoxic | H1299-neo p53 null cells, ATP luminescence, 24 h, 32C;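 note: potency is the fitted concentration of half-maximal effect; 0% = DMSO only and -100% = full killing by 100 µM tamoxifen; nearly all actives have a fitted effect of over 55% in size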
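ATP-content luminescence in p53-null H1299-neo cells after 24 h compound exposure (up to 46 uM) at 32C permissive temperature; 0% and 100% killing set by DMSO and 100 uM tamoxifen; Hill-equation AC50.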
NTMT1 inh – inhibitors of human N-terminal methyltransferase NTMT1. Q9BV86. NTMT1 MTase-Glo SAH luminescence, purified enzyme. Potency, µM (highest dose often 114 µM), without a hit: at the top dose activity change, negative = inhibition, usual class: inhibitors. 2.5% of 59,000 active. AID 1645870;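 note: potency is the fitted concentration of half-maximal effect; plate controls were DMSO vehicle for no effect and no enzyme for full effect; nearly all actives have a fitted effect of over 65% in size; many of its hits are not listed in these tables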
Target sequence (Q9BV86 whole entry, looked up): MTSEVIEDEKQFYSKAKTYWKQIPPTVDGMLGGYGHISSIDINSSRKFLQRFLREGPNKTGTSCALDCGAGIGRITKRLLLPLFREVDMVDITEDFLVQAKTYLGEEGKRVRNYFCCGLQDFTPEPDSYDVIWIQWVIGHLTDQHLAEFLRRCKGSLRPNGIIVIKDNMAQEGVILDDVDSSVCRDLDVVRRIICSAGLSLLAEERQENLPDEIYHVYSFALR
p53null 39C tox – kills p53 null cells at the nonpermissive temperature. H1299 p53-null (neo) cells, 39C, ATPlite viability, 24 h. Potency, µM (doses to about 46.1 µM), for inactives: at the highest dose activity, negative = cell killing, hits mostly cytotoxic. 0.97% of 55,000 active. AID 904;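 note: potency is the fitted concentration of half-maximal effect; 0% = DMSO only and -100% = full killing by 100 µM tamoxifen; nearly all actives have a fitted effect of over 50% in size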
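Luminescent ATP signal reported cell survival after H1299 lines (neo, p53 null; or p53 A138V) received up to 46 uM compound and 24 hr incubation at 39C.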
Numbers without * were called inactive; ? = inconclusive; . = no result given; [ ] = dose if it differs, or a comment. Calls come from the whole dose curve; as a rule, active = well fitted curve in the direction sought with a large enough effect; inconclusive = small, poorly fitted or top-dose-only effect, or another doubt; inactive = no such curve, though single readings can be large; an effect the other way counts as inactive or inconclusive. Some of the compounds tested (hit frequency here may not be typical).

Structure	B2AR arrestin ag	GALK inhibitor	p53null 39C tox	p53null 32C kill	NTMT1 inh	FH mod	PTAP-TSG101 blk
Cc1ccc(/C=C/c2onc(C)c2S(=O)(=O)N2CCC(C(=O)NCC(C)c3ccccc3)CC2)cc1 (centres undefined)	-0.2%	-0.9%	8.5%	-2.3%	12.1%	3.7%	1.5%
COc1ccccc1N1CCN(C(=O)Cn2cnc3onc(-c4ccc(F)cc4)c3c2=O)CC1	0.0%	-1.1%	-13.9%	8.6%	-0.4%	-10.5%	-1.9%
c1ccc(Nc2c(-c3ccccc3)nc3ncccn23)cc1	-1.5%	-3.9%	0.7%	-2.4%	3.6%	-2.3%	-0.7%
O=C(CSc1cn(CC(=O)N2CCCC2)c2ccccc12)Nc1ccc(Cl)cc1	-0.9%	0.2%	-12.9%	-4.1%	-3.3%	-20.2%	-6.3%
CCCCC(=O)Nc1ccc2nc(SCC(=O)N3CCc4ccccc43)sc2c1	-4.7%	-0.3%	-8.4%	-4.7%	3.4%	-10.2%	-5.9%
COc1ccc(-c2cc(C(=O)Nc3ccc4c(c3)OCO4)no2)cc1	1.0%	3.1%	-11.8%	-3.5%	.	.	1.3%
CCn1c(=O)c2cc(C(=O)N(CCCOC(C)C)Cc3ccco3)sc2c2ccccc21	0.5%	-1.1%	-9.4%	-0.1%	?	?	-4.1%
CCc1ccccc1NC(=O)c1ccc2c(O)c(S(=O)(=O)c3ccccc3)c(=O)[nH]c2c1	0.0%	0.3%	0.3%	-10.4%	-0.5%	-3.6%	1.0%
COc1ccc(Cn2ccc3nc(C)c(C(=O)N4CCN(c5ccccc5F)CC4)cc3c2=O)cc1	-0.2%	-2.3%	-3.1%	3.5%	0.8%	-4.9%	-3.1%
COc1ccccc1CCNS(=O)(=O)c1ccc(N2CCCCS2(=O)=O)cc1	-0.6%	-1.6%	1.8%	-6.0%	-6.0%	-12.7%	2.8%

Going on with the list.
Structure	B2AR arrestin ag	GALK inhibitor	p53null 39C tox	p53null 32C kill	NTMT1 inh	FH mod	PTAP-TSG101 blk
O=C1CC(c2ccccc2)Sc2ccccc2N1Cc1ccccc1F (centres undefined)	0.6%	3.7%	?	26.5%	14.7%	?	-4.2%
CN(C)CCNc1oc(-c2ccc(COc3ccc(Cl)cc3)o2)nc1C#N	-3.4%	?	-27.8%	10.6%	-9.9%	-13.3%	-3.4%
COc1ccc(N2C(=O)C(CC(=O)Nc3ccc(F)cc3)N(Cc3ccc4c(c3)OCO4)C2=O)cc1 (centres undefined)	1.4%	-2.9%	5.4%	2.8%	2.4%	-8.3%	0.3%
COc1ccc(N2CCN(C(=O)c3c(C)oc4nc(C)nc(N5CCCC5)c34)CC2)cc1	-1.1%	-0.4%	?	-6.7%	-0.1%	-7.2%	3.3%
CC(=O)c1cccc(Nc2nc(-c3ccccc3Cl)nc3ccccc23)c1	-0.4%	-3.1%	?	1.9%	11.0%	-3.1%	-3.3%
CC(CNS(=O)(=O)c1ccc2c(c1)CC(=O)N2C)c1ccccc1 (centres undefined)	1.0%	-4.1%	-6.8%	-5.8%	-4.6%	-6.2%	-4.5%
Cc1ccc(NC(=O)C2CCCN(c3ncnc4onc(C)c34)C2)cc1Cl (centres undefined)	-0.3%	1.6%	-10.1%	0.9%	15.0%	-26.6%	1.2%
COc1ccc(-c2cn3c(n2)sc2cc(C(=O)Nc4ccc(F)cc4)ccc23)cc1	1.2%	2.5%	-2.6%	18.9%	-3.5%	-0.7%	-1.8%
COc1ccc(C(=O)Nc2ccc(S(=O)(=O)Nc3cc(C)nc(C)n3)cc2)cc1	0.4%	-16.5%	-21.7%	-8.0%	24.2%	-2.8%	-4.1%
COc1ccc(CNC(=O)c2ccc3c(c2)N(C)C(=O)C2CCCCN32)cc1OC (centres undefined)	0.1%	2.0%	-0.5%	6.2%	-4.2%	-9.5%	3.6%

Remaining list, next part:
Structure	B2AR arrestin ag	GALK inhibitor	p53null 39C tox	p53null 32C kill	NTMT1 inh	FH mod	PTAP-TSG101 blk
CCN(CC)CCCNC(=O)c1ccc2nc(CCc3ccccc3)oc2c1	-0.2%	-2.6%	3.0%	6.9%	-6.8%	?	-6.8%
Cc1ccc(CCNC(=O)CCCn2nc(C)c3c(C)n(-c4ccc(C)cc4)nc3c2=O)cc1	-0.2%	0.0%	-0.2%	16.2%	-8.2%	5.8%	-4.2%
CC(C)OCCCN(Cc1ccco1)C(=O)c1cc2c(s1)-c1ccccc1OC2	0.2%	2.8%	18.2%	31.9%[activator]	2.5%	-15.5%	0.6%
Cc1ccc(C)c(CN2C(=O)c3ccccc3S(=O)(=O)c3ccc(C(=O)NCc4ccccc4)cc32)c1	-1.9%	8.9%	-9.3%	-5.3%	-2.0%	-18.5%	-0.5%
CCCN(C(=O)CCNC(=O)Cn1cnc2ccccc2c1=O)c1cccc(C)c1	-1.0%	2.1%	19.5%	-0.1%	1.9%	-4.1%	-1.2%
CCOC(=O)c1ccc(NC(=O)CSc2nc3ccccc3c(=O)n2CCNC(C)=O)cc1	-2.9%	5.5%	5.1%	5.2%	-3.3%	-14.6%	-2.6%
O=C(CSc1ncc2c(n1)-c1ccccc1N(Cc1ccc(F)cc1)S2(=O)=O)NCCc1ccccc1	1.1%	0.7%	6.3%	-3.4%	-6.1%	2.8%	1.2%
CC1=C(C(=O)Nc2cccnc2)C(c2ccccc2)n2nc(SCc3ccccc3Cl)nc2N1 (centres undefined)	0.0%	-2.1%	3.9%	3.3%	?	-3.5%	0.5%
CCOc1ccc(-c2nonc2NC(=O)c2ccco2)cc1OCC	0.1%	-9.8%	-12.5%	0.9%	15.9%	2.8%	-10.4%
CCOC(=O)c1c(N)n(-c2ccccc2CC)c2nc3ccccc3nc12	-1.4%	0.6%	23.4%	13.2%	2.8%	-10.9%	-0.9%

(cont.)
Structure	B2AR arrestin ag	GALK inhibitor	p53null 39C tox	p53null 32C kill	NTMT1 inh	FH mod	PTAP-TSG101 blk
COc1ccc(-c2nc(CNC(=O)Nc3ccccc3)c(C)o2)cc1	0.5%	2.2%	0.1%	1.3%	5.0%	-7.3%	-6.3%
COc1ccc(S(=O)(=O)NCCc2cn3ccsc3n2)cc1OC	-0.4%	0.9%	40.9%[activator]	-0.9%	3.6%	10.7%	0.0%
COc1ccc(N2CC(NC(=O)c3ccc4c(c3)OCO4)CC2=O)cc1 (centres undefined)	-3.5%	-0.4%	-6.3%	-4.3%	14.8%	-19.6%	1.2%
Cc1cc(C)c(CSc2nnc(C)n3c2cc2occc23)c(C)c1	0.3%	0.0%	?	5.5%	-0.7%	?	-0.5%
COc1ccc(N2CCN(C(=O)c3nc(-c4ccc(Cl)cc4)n4c3CCCCC4)CC2)cc1	-0.3%	-2.3%	-8.4%	-7.0%	-12.7%	-24.3%	-7.8%
Cc1cc2[nH]c(=O)c(=O)[nH]c2cc1S(=O)(=O)Nc1ccc(OC(F)(F)F)cc1	-0.2%	-0.7%	-5.6%	-6.8%	-0.7%	8.8%	-2.1%
Cc1ccc2oc(-c3ccc(C)c(NC(=O)c4ccc(C(C)(C)C)cc4)c3)nc2c1	0.4%	8.5%	-1.2%	3.6%[9.22 µM]	17.9%	-14.5%	-0.6%
COc1ccc(NC(=O)CN(c2cc(C)cc(C)c2)S(=O)(=O)c2c(C)noc2C)cc1Cl	0.6%	3.6%	5.7%	-4.9%	15.5%	-22.2%	-6.9%
COc1ccccc1CNC(=O)CSc1nc(=O)[nH]c2c1CCC2	-1.2%	0.0%	16.4%	6.9%	-1.8%	-4.1%	-8.9%
O=C(C1CC1)N1CCN(c2nc3ccc(F)cc3s2)CC1	-3.5%	0.5%	12.9%	-20.8%	-11.6%	6.6%	-2.3%

Retrieved by compound from above (6):
Structure	B2AR arrestin ag	GALK inhibitor	p53null 39C tox	p53null 32C kill	NTMT1 inh	FH mod	PTAP-TSG101 blk
O=C(C1CC1)N1CCN(c2nc3ccc(F)cc3s2)CC1	-3.5%	0.5%	12.9%	-20.8%	-11.6%	6.6%	-2.3%
COc1ccc(N2CCN(C(=O)c3nc(-c4ccc(Cl)cc4)n4c3CCCCC4)CC2)cc1	-0.3%	-2.3%	-8.4%	-7.0%	-12.7%	-24.3%	-7.8%
COc1ccc(N2CC(NC(=O)c3ccc4c(c3)OCO4)CC2=O)cc1 (centres undefined)	-3.5%	-0.4%	-6.3%	-4.3%	14.8%	-19.6%	1.2%
COc1ccccc1CNC(=O)CSc1nc(=O)[nH]c2c1CCC2	-1.2%	0.0%	16.4%	6.9%	-1.8%	-4.1%	-8.9%
Cc1cc(C)c(CSc2nnc(C)n3c2cc2occc23)c(C)c1	0.3%	0.0%	?	5.5%	-0.7%	?	-0.5%
COc1ccc(NC(=O)CN(c2cc(C)cc(C)c2)S(=O)(=O)c2c(C)noc2C)cc1Cl	0.6%	3.6%	5.7%	-4.9%	15.5%	-22.2%	-6.9%

(continued)
Structure	B2AR arrestin ag	GALK inhibitor	p53null 39C tox	p53null 32C kill	NTMT1 inh	FH mod	PTAP-TSG101 blk
COc1ccc(-c2nc3n(n2)C(c2ccccc2F)C(C(=O)Nc2cccnc2)=C(C)N3)cc1OC (centres undefined)	0.6%	?	-9.5%	4.3%	-19.8%	-22.0%	-5.1%
Cc1c(Cl)cccc1NC(=O)Cn1c(=O)cc(C)c2c(C)nn(-c3cccc(F)c3)c21	-0.1%	0.8%	-7.9%	6.3%	6.6%	-2.9%	2.1%
CCOC(=O)N1CCc2c(sc3c2c(=O)n(Cc2ccccc2)c(=O)n3Cc2ccc(C)cc2)C1	0.9%	-2.1%	-4.5%	-0.9%	-2.4%	-14.0%	-9.3%
CC(=O)c1cccc(NC(=O)CCc2c(C)nc3c(-c4ccc(F)cc4)c(C)nn3c2C)c1	0.3%	0.2%	-6.7%	11.8%	0.5%	-2.7%	-5.6%
CCCNC(=O)CN1C(=O)CSc2ccc(S(=O)(=O)N3CCC(C)CC3)cc21	0.4%	-3.7%	-8.8%	-5.8%	-12.5%	0.9%	-5.9%
CN(Cc1ccccc1)c1ncnc2onc(-c3ccc(F)cc3)c12	0.9%	-2.3%	-16.1%	-4.0%	-8.6%	-5.9%	-1.1%
CCOC(=O)c1cc(-c2ccc(OC)cc2)n(CCC(=O)NC2CCCCC2)c1C	0.1%	0.4%	11.4%	-0.4%	1.5%	-8.4%	1.1%
Cn1c(CNC(=O)CSc2n[nH]c(-c3ccccc3Cl)n2)nc2ccccc21	-0.6%	5.4%	-19.4%	-23.8%	-10.7%	-19.1%	0.3%

Screening results deposited in PubChem BioAssay by National Center for Advancing Translational Sciences (NCATS).
